SNCA expr inh: Primary qHTS assay for inhibitors of alpha-synuclein gene (SNCA) expression | 140,000 tested, 0.17% active | Potency, µM (series often up to 57.2 µM), without a hit: at the top dose activity change, negative = inhibition, usual class: inhibitors | HEK-293 SNCA-luciferase knock-in, luminescence, 24 h;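 note: potency is the fitted concentration of half-maximal effect; plate controls were DMSO cells for no effect and cell-free wells for full effect; nearly all actives have a fitted effect of over 45% in size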
SNCA viab count: GF-AFC viability counterscreen for inhibitors of alpha-synuclein gene (SNCA) expression. HEK-293-SNCA-luc viability, GF-AFC fluorescence, 24 h. 150,000 tested, 0.12% active. AID 1671193, 2021. Potency, µM (highest dose often 57.1 µM), for the others: at the highest dose activity change, negative = cytotoxicity, actives largely listed as cytotoxic;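 note: potency is the fitted concentration of half-maximal effect; 0% = DMSO-treated cells and -100% = medium-only wells without cells; nearly all actives have a fitted effect of over 30% in size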
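HEK-293-SNCA-luc cells (1500/well) plated 24 h, then exposed 24 h to a dilution series; GF-AFC added 30 min at 37C, fluorescence 405/540 nm; normalised to medium-only and DMSO wells, Hill fit.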
3T3 cytotox: Cytotoxic Profiling in NIH 3T3 Cell Line of Diverse Libraries Using Quantitative High-Throughput Screening; 94,000 tested, 4.3% active; Potency, µM (top dose mostly 96.7 µM), without a hit: at the highest dose activity change, negative = cytotoxicity, usual class: inhibitors; AID 1345082, 2018; NIH 3T3 viability, CellTiter-Glo ATP luminescence, 48-72 h; note: potency is the fitted concentration of half-maximal effect; nearly all actives have a fitted effect of over 55% in size
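Cytotoxicity is measured as loss of cellular ATP: NIH 3T3 cells (400/well) are exposed to compound for 48 or 72 hr at 37 °C, then CellTiter-Glo luminescence is imaged after 10 min at room temperature.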
GPT2 inhibitor: Primary qHTS assay for inhibitors of Glutamate pyruvate transaminase 2 (GPT2). Alanine aminotransferase 2 (Homo sapiens), Q8TD30. Recombinant GPT2, coupled pyruvate oxidase/HRP Amplex Red fluorescence. Potency, µM (top dose mostly 57.7 µM), without a hit: at the top dose activity change, negative = inhibition, most hits filed as inhibitors. 100,000 tested, 0.25% active. AID 1671188, 2021; note: potency is the fitted concentration of half-maximal effect; nearly all actives have a fitted effect of over 60% in size; many of its hits are not listed in these tables
Target sequence (Q8TD30 whole entry, looked up): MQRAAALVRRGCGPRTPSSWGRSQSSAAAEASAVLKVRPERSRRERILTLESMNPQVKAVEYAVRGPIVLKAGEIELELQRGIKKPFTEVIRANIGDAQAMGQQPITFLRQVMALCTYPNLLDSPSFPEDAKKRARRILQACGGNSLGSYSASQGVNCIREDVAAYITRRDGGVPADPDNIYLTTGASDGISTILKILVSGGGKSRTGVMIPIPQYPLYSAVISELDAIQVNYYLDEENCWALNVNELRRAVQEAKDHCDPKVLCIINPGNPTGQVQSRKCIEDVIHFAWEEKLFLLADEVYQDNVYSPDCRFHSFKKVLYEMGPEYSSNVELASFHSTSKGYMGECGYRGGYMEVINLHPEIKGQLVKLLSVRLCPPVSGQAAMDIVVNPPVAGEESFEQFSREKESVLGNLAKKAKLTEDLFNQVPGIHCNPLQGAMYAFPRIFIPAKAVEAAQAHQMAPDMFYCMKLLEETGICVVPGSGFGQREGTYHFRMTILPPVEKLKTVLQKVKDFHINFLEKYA
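GPT2 10ng/uL, a-KG 250uM, L-Ala 2mM, HEPES pH7.5 + 0.0001% Tween; 30 min RT. Then Amplex mix (PO/HRP/ThPP), 30 min RT dark, fluorescence. AOA 50uM used as positive control.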
HEK293 tox: Cytotoxic Profiling in HEK 293 Cell Line of Diverse Libraries Using Quantitative High-Throughput Screening; AID 1345083, 2018; Potency, µM (doses to about 115 µM), for inactives: at the top dose activity change, negative = cytotoxicity, hits mostly inhibitors; 94,000 tested, 6.6% active; HEK 293 viability, ATP luminescence (CellTiter-Glo), 48-72 h; note: potency is the fitted concentration of half-maximal effect; nearly all actives have a fitted effect of over 60% in size
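Cytotoxicity was scored by loss of ATP-coupled luminescence (CellTiter-Glo) in HEK 293 cells. Compound treatment ran 48 or 72 hr at 37 degree Celsius, 5% CO2, 95% humidity.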
FLuc inh: Firefly luciferase inhibition profiling of diverse chemical library using quantitative high-throughput screening | Luciferin 4-monooxygenase (Photinus pyralis), P08659 | purified P. pyralis luciferase, luminescence, biochemical | Potency, µM (titrated, usually from 115 µM), inactives show at the top dose activity change, negative = inhibition, actives largely listed as inhibitors | 76,000 tested, 2.5% active | AID 1347043, 2019; note: potency is the fitted concentration of half-maximal effect; nearly all actives have a fitted effect of over 65% in size
Target sequence (P08659 whole entry, looked up): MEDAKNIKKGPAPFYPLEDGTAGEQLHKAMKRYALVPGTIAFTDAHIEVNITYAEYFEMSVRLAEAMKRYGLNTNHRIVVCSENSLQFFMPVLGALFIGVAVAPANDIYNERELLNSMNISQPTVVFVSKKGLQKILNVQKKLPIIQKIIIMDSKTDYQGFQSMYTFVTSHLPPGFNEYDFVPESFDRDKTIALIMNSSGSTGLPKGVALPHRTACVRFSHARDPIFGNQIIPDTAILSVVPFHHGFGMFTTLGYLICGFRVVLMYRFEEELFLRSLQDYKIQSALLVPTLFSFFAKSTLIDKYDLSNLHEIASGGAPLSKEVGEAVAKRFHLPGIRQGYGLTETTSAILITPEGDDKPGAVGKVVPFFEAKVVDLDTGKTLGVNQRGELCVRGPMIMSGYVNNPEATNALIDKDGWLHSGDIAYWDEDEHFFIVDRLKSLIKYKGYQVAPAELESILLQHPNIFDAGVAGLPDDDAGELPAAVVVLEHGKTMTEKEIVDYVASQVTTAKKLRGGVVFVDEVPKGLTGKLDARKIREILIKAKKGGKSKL
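Cell-free enzyme assay, 10nM P. pyralis luciferase, luciferin and ATP each at 10uM. Inhibition profiled over a 6-point titration, read as luminescence.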
IP6K1 inh: Primary qHTS assay for small molecule inhibitors of Inositol hexaphosphate kinase 1 (IP6K1). Inositol hexakisphosphate kinase 1 (Homo sapiens), Q92551. 140,000 tested, 0.81% active. activity change, % (series mostly up to about 58 µM). AID 1645851, 2021. IP6K1 kinase, ADP-Glo luminescence, 2 h; stronger effect = lower value; in the data active = activity change below about -25%
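ADP-Glo luminescence measures ADP made by human IP6K1 during a 2 h RT reaction with ATP/IP6 (mix at 1.3 mM/130 uM); top library doses 57.5 and 19.1 uM final.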
An asterisk follows results filed as active; i = inactive; u = inconclusive; x = not tested or not shown; & = joins results of further samples; [ ] = remark or other dose. Unless noted, calls come from the whole dose curve; as a rule, active = well fitted curve in the direction sought with a large enough effect; inconclusive = small, poorly fitted or top-dose-only effect, or another doubt; inactive = no such curve, though single readings can be large; an effect the other way counts as inactive or inconclusive. Unless noted, % is set by controls: 0 for no effect and ±100 for the full control effect. Only part of the results is shown; the hit share may differ from the screen's.

Compound,SNCA expr inh,SNCA viab count,3T3 cytotox,GPT2 inhibitor,HEK293 tox,FLuc inh,IP6K1 inh
O=C(CSc1nc2c(c(=O)[nH]1)CCC2)Nc1ccccc1F,-12%,15%,x,x,x,x,-3
CC(=O)O[C@H]1C[C@H](OC(C)=O)[C@]2(C)[C@H](CC[C@@]34O[C@@H]3C3=C(C)C(=O)O[C@@H]3C[C@H]42)C1(C)C,x,-5%[23.9 µM],x,i,x,x,-3
CC(C)c1nc(C(=O)N2CCc3onc(-c4ccccc4F)c3C2)cs1,1%,-28%,-22%,i,u,u,13
O=C(CCc1ccccc1)N1CCCCCC1c1nnc(-c2ccccc2)o1 (stereo not drawn),-26%,-17%,u,-3%,u,u,-4
Fc1ccc(-c2nc(Nc3ccc(F)c(Cl)c3)nc3c2COc2ccccc2-3)cc1,-15%,0%,x,x,x,x,-10
CN(Cc1ccccc1OCC(=O)O)CC1CCN(C)C1(C)C (stereo not drawn),13%,-23%,i,-2%,4%,3%,22
CCOc1c(Br)cc(C2CC(=O)Nc3cc4c(cc32)OCO4)cc1OC (stereo not drawn),u,-26%,x,x,x,x,-9
CN1C(=O)CC[C@]2(C(=O)NCc3cccc(C(F)(F)F)c3)CCCC[C@@H]12,2%,-9%,-13%,4%,5%,0%,-5
Cc1cccc(OCC(=O)Nc2ccc(Cl)c(-c3nc4ncccc4o3)c2)c1C,4%,2%,x,x,x,x,1
CC1CCN([C@@H]2[C@H](O)[C@H](CO)O[C@@H]2CNC(=O)Nc2cccc(Cl)c2)CC1,28%[87.6 µM],3%[87.6 µM],-31%[174 µM],0%[88.5 µM],u,-20%[172 µM],1
Cc1cccc(CN2CCCC(COc3ccccc3C(=O)N3CCOCC3)C2)c1 (stereo not drawn),2%,-19%,-5%,2%,-21%,1%,-2
CCC(=O)N1CCC(CC)(N2CCNCC2)C1 (stereo not drawn),-7%,-1%,-1%,-3%,-2%,-12%,6
CC(C)n1cc2cc(C(=O)N3CCCCC3)sc2c1,34%[activator],3%,i,i,-3%,-13%,1
Cc1ccc(NC(=O)CSc2nc3c(sc4ccccc43)c(=O)n2CCCC(=O)NC2CCCC2)cc1C,21%,-5%,x,x,x,x,15
Cc1ccccc1CN1CCCC(CCNS(=O)(=O)C2CC2)C1 (stereo not drawn),-3%,-1%,-1%,-9%,-11%,-8%,7

(further entries)
Compound,SNCA expr inh,SNCA viab count,3T3 cytotox,GPT2 inhibitor,HEK293 tox,FLuc inh,IP6K1 inh
O=C([C@@H](Cc1cccc(C(F)(F)F)c1)NS(=O)(=O)c1cc(F)c2c(c1)CCNC2)N1CCCC1,x,-8%,x,i,x,x,-17
Cc1nc2nc(C)c(NS(=O)(=O)c3ccc(CC(C)C)cc3)c(=O)n2[nH]1,11%,u,x,x,x,x,6
CCN1C(=O)C2CC3(CCN(S(=O)(=O)c4cn(C)cn4)CC3)CN2C1=O (stereo not drawn),4%,3%,i,-16%,0%,3%,-5
COCC(=O)N[C@@H]1C[C@H](Cn2cc(CN3CCS(=O)(=O)CC3)nn2)[C@@H](O)[C@H]1O,-4%,-6%,-5%,-6%,0%,-1%,-2
CCOC(=O)C1CCN(C(=O)Cc2cccn2-c2cccc(Cl)c2)CC1,-5%,4%,u,i,u,-4%,7
Cc1ccc(CNC(=O)Cn2ccn3nc4c(c3c2=O)CCCCC4)cc1,-16%,7%,1%,i,2%,-4%,31
Cc1noc(C)c1C(=O)N1CC(N(C)Cc2cccnc2)C1,-5%,12%,4%,4%,17%,-15%,1
CCOc1ccc(NC(=O)Cn2nc(Cc3cccnc3)c3ccccc3c2=O)cc1,-15%,-6%,x,x,x,x,39
CN1CCN(c2nc3c(c(=O)[nH]2)CCN(Cc2ccc(C(F)(F)F)cc2)CC3)CC1,-17%,3%,0%,i,-9%,5%,1
COc1ccc(C)cc1NC(=O)Cn1ccn2nc(-c3ccccc3)c(CO)c2c1=O,4%,1%,-14%,4%,u,12%,20
COc1cccc(CNC(=O)c2cc3c(s2)-c2ccccc2OC3)c1,89%[activator],6%,x,x,x,x,-21
CS(=O)(=O)c1ccc([C@@H](O)[C@@H](CF)NC(=O)C(Cl)Cl)cc1,-18%[25.6 µM],5%,x,i,x,x,-2&22
COc1ccc(C2(C(=O)NCc3cccnc3N3CCN(C)CC3)CC2)cc1,0%,6%,5%,1%,0%,0%,3
COc1ccc(CN2C(=O)[C@@H]3C[C@@H](CN3Cc3ccc(C(=O)O)cc3)Oc3ccccc32)cc1,7%,0%,3%,i,-1%,-3%,-6
CCOCCCNC(=O)C(c1ccc(Cl)cc1)N(Cc1ccc2c(c1)OCO2)C(=O)c1ccccc1O (stereo not drawn),u,u,x,x,x,x,4

A second format for nine compounds above.
Order of results – SNCA expr inh, SNCA viab count, 3T3 cytotox, GPT2 inhibitor, HEK293 tox, FLuc inh, IP6K1 inh
O=C([C@@H](Cc1cccc(C(F)(F)F)c1)NS(=O)(=O)c1cc(F)c2c(c1)CCNC2)N1CCCC1
  x, -8%, x, i, x, x, -17
Cc1nc2nc(C)c(NS(=O)(=O)c3ccc(CC(C)C)cc3)c(=O)n2[nH]1
  11%, u, x, x, x, x, 6
CCN1C(=O)C2CC3(CCN(S(=O)(=O)c4cn(C)cn4)CC3)CN2C1=O (stereo not drawn)
  4%, 3%, i, -16%, 0%, 3%, -5
COCC(=O)N[C@@H]1C[C@H](Cn2cc(CN3CCS(=O)(=O)CC3)nn2)[C@@H](O)[C@H]1O
  -4%, -6%, -5%, -6%, 0%, -1%, -2
CCOC(=O)C1CCN(C(=O)Cc2cccn2-c2cccc(Cl)c2)CC1
  -5%, 4%, u, i, u, -4%, 7
Cc1ccc(CNC(=O)Cn2ccn3nc4c(c3c2=O)CCCCC4)cc1
  -16%, 7%, 1%, i, 2%, -4%, 31
Cc1noc(C)c1C(=O)N1CC(N(C)Cc2cccnc2)C1
  -5%, 12%, 4%, 4%, 17%, -15%, 1
CCOc1ccc(NC(=O)Cn2nc(Cc3cccnc3)c3ccccc3c2=O)cc1
  -15%, -6%, x, x, x, x, 39
CN1CCN(c2nc3c(c(=O)[nH]2)CCN(Cc2ccc(C(F)(F)F)cc2)CC3)CC1
  -17%, 3%, 0%, i, -9%, 5%, 1

Later entries:
Compound,SNCA expr inh,SNCA viab count,3T3 cytotox,GPT2 inhibitor,HEK293 tox,FLuc inh,IP6K1 inh
C[S+](=O)([O-])N1CCC(c2nnc3n2C(C(=O)NCc2ccccc2F)CC3)CC1 (stereo not drawn),7%,0%,-8%,-7%,0%,x,-5
CCC(=O)N1c2ccccc2CC1C(=O)NCc1ccc(N(C)C)cc1 (stereo not drawn),14%,16%,x,x,x,x,-1
N#CC1CCN(C(=O)C2CCN(Cc3ccccc3-c3ccccc3F)CC2)CC1,-5%,0%,u,i,u,x,6
COc1cccc(-c2noc(COc3cccc(C)c3C)n2)c1,27%,5%,x,x,x,x,20
CN1C(=O)CS(=O)(=O)C12CCN(C(=O)COc1ccc(F)cc1)CC2,-7%,-10%,-14%,-2%,-8%,4%,18
CCc1cccc(CC)c1NC(=O)Cn1c(=O)c(-c2cc(C)ccc2NC(C)=O)nc2ccccc21,-5%,-4%,x,x,x,x,16
O=C(Cn1c(=O)c2cccn2c2ccccc21)Nc1cc(F)ccc1F,2%,-6%,x,x,x,x,0
CN1CCC(NC[C@H]2O[C@@H](CO)[C@@H](O)[C@@H]2N(C)Cc2ccccc2)CC1,0%,3%,i,u,5%,-6%,-4
CN(Cc1ccccc1)C(=O)C[C@@H]1O[C@H](CNC(=O)C2CC2)[C@@H](O)[C@H]1O,13%[87.6 µM],3%[87.6 µM],2%[174 µM],-14%[88.5 µM],-5%[172 µM],1%[172 µM],-9
CN1CCOC[C@H]1c1ncc(-c2ccc(F)cc2F)[nH]1,105%[activator][87.6 µM],0%[87.6 µM],1%[230 µM],-4%[88.5 µM],-29%[230 µM],u,16
C#CCNC(=O)c1nc(-c2ccc(Cl)cc2Cl)c2ccccn12,u,-13%,u,-12%,u,x,10
Cc1ccc(S(=O)(=O)c2nc(S(=O)(=O)c3ccc(C)cc3)c(NC(C)C)s2)cc1,0%,6%,x,x,x,x,4
CCOc1ccc(NC(=O)CC2C(=O)N(c3ccccc3)C(=O)N2CCc2ccc(OC)cc2)cc1 (stereo not drawn),11%,5%,x,x,x,x,-20
O=C(c1ccccc1F)N1CCC(N2CCOCC2=O)CC1,11%,6%,2%,i,5%,x,-9
CCC(=O)N1CCc2cc(CNS(=O)(=O)c3cccs3)ccc21,63%[activator],0%,x,x,x,x,0

The listing continues:
Compound,SNCA expr inh,SNCA viab count,3T3 cytotox,GPT2 inhibitor,HEK293 tox,FLuc inh,IP6K1 inh
Cc1ccc(-n2c(C3CCN(C(=O)c4ccc(F)c(Cl)c4)CC3)n[nH]c2=O)cc1,-16%,1%,13µM*,2%,-2%,-1%,-7
Cc1ccccc1S(=O)(=O)NCCc1noc(-c2cccnc2)n1,12%,-10%[12.5 µM],-17%,3%,-7%,-11%,0
N#Cc1ccccc1Cn1c(SCC(=O)Nc2ccc(F)cc2)nc2ccccc21,10%,-24%,x,x,x,x,8
CCOc1ccc2nc(N(Cc3cccnc3)C(=O)C3CCCCC3)sc2c1,-3%,-9%,x,x,x,x,-2
CCOc1ccc(C(=O)N2CCC3(CC2)CN(c2ncccn2)CC3CO)cc1 (stereo not drawn),-11%,-18%,u,1%,-3%,-17%,-1
CCC(=O)N(C1CCOCC1)C1CCN(S(=O)(=O)c2ccc(CC)cc2)CC1,u,-14%,-4%,2%,u,10%,8
O=Cc1cccc(N2CCN(C(=O)Nc3ccccc3)CC2=O)c1,-11%,-3%,-12%,3%,u,x,9
CCn1c(=O)[nH]c2cc(Cl)c(Cl)cc21,-21%,-1%,x,-7%,x,x,x

Compound activity deposited in PubChem by National Center for Advancing Translational Sciences (NCATS).
